Fam108B inh: Fam108B inhibition, counter-screen for RBBP9 inhibitors. 0.33% of 300,000 active. recombinant Fam108B, FP-Rh probe fluorescence polarization. inhibition, % at 9.51 µM;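 active = inhibition above the screen mean inhibition plus 3 SD, computed separately per campaign, cut at about 18% in these data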;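 note: inhibitors lower polarization as less probe binds the enzyme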
PME-1 primary: PME-1 (human) inhibition; AID 2130; 0.53% of 320,000 active; recombinant PME-1, FP-Rh probe fluorescence polarization; inhibition, % at 5.9 µM; Q9Y570;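 active = inhibition above the campaign mean of all compounds plus 3 SD, cut at about 26% in these data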;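 note: competitive labeling of PME-1 active site by serine hydrolase directed probe; 0% = PME-1 with DMSO and 100% = wells lacking PME-1 enzyme; inhibitors block probe labeling so polarization falls and inhibition rises; many of its hits are not listed in these tables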
PAFAH1B3 inh: PAFAH1B3 (human) inhibition; recombinant PAFAH1B3, FP-rhodamine probe, fluorescence polarization; inhibition, % at 3.39 µM; 0.28% of 340,000 active; AID 492972;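 active = inhibition above the screen-wide average of all tested compounds plus 3 SD, cut at about 25% in these data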;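 note: 0% = enzyme with DMSO only and 100% = wells lacking PAFAH1B3 protein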
PAFAH2 inh: inhibitors of human PAFAH2; Q99487; recombinant PAFAH2, FP-rhodamine activity probe, fluorescence polarization; inhibition, % at 3.39 µM; 0.99% of 340,000 active; AID 492956;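 active = inhibition above the mean over all tested compounds plus 3 SD, cut at about 30% in these data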;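 note: inhibitors block probe labeling of enzyme so polarization drops; 0% = enzyme with DMSO and 100% = wells lacking PAFAH2 protein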
pPAFAH FP inh: pPAFAH (human) enzyme inhibition | Q13093 | recombinant pPAFAH, FP-rhodamine probe fluorescence polarization | inhibition, % at 3.39 µM | 1.5% of 330,000 active;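 active = inhibition above the mean inhibition across the screen plus 3 SD, cut at about 25% in these data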;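 note: inhibitors block binding of the rhodamine activity-based probe so polarization drops; 0% = enzyme with DMSO and 100% = wells lacking pPAFAH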
LYPLA1 counter: blocks human lysophospholipase 1, a PME1 counter-screen. O75608. recombinant LYPLA1, FP-Rh probe fluorescence polarization. inhibition, % at 5.9 µM. 0.16% of 320,000 active. AID 2174;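 active = inhibition above the mean of all tested compounds plus 3 SD, set per campaign, cut at about 14% in these data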;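 note: inhibitors block serine hydrolase probe labeling of LYPLA1 so polarization falls; 0% = enzyme with DMSO and 100% = wells lacking LYPLA1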
Target sequence (O75608 whole entry, looked up): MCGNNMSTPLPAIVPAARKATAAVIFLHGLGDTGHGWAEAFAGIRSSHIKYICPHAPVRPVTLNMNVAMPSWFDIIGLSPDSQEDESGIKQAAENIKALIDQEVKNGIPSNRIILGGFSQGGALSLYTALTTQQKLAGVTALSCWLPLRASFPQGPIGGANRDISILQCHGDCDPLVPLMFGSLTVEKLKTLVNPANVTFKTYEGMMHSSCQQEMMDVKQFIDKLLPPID
GSTO1 counter: counter-screen for RBBP9 inhibitors: inhibitors of human GSTO1. P78417. recombinant GSTO1, activity-based probe fluorescence polarization. inhibition, % at 5.96 µM. 1.1% of 300,000 active;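 active = inhibition above the campaign mean inhibition plus 3 SD, cut at about 35% in these data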;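 note: 0% = GSTO1-1 with DMSO and 100% = wells lacking GSTO1-1 enzyme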
Target sequence (P78417 whole entry, looked up): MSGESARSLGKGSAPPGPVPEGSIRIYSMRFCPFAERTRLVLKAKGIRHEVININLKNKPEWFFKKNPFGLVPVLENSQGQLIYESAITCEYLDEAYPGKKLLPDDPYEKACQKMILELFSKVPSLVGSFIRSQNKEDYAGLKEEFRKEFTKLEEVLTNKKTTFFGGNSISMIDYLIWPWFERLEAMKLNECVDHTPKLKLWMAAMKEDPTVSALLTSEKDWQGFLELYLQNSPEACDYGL
PAFAH1B2 FP inh: blocks human PAF acetylhydrolase 1b catalytic subunit 2. P68402. recombinant PAFAH1B2, FP-rhodamine activity probe, fluorescence polarization. inhibition, % at 3.39 µM. 1.2% of 340,000 active. AID 492953;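 active = inhibition above the mean of all tested compounds plus 3 SD, cut at about 24% in these data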;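 note: 0% = enzyme with DMSO and 100% = wells lacking PAFAH1B2; many of its hits are not listed in these tables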
PAD4 FP inh: PAD4 (human) enzyme inhibition; Q9UM07; recombinant PAD4, RCA probe fluorescence polarization; inhibition, % at 6.36 µM; 0.41% of 330,000 active; AID 485272;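 active = percent inhibition above a cutoff equal to the mean of all tested compounds plus 3 SD, cut at about 15% in these data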;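 note: 0% = PAD4 with RCA probe and DMSO and 100% = probe without PAD4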
Starred values were filed as active, the others as inactive; . = no result given.

canonical_smiles | PAFAH1B2 FP inh | PME-1 primary | PAFAH2 inh | PAD4 FP inh | LYPLA1 counter | pPAFAH FP inh | PAFAH1B3 inh | Fam108B inh | GSTO1 counter
COCCN1C(=O)c2oc3ccccc3c(=O)c2C1c1ccc(O)c(OC)c1 (centres undefined) | 2 | -5 | 1 | -5 | -2 | -11 | 5 | -4 | 0
O=C(CSCc1cccc(Cl)c1)NCc1ccc2c(c1)OCO2 | 6 | 10 | -2 | 4 | 0 | 6 | 10 | 1 | 2
COC(=O)C1=NNC2(C)C(=O)N(c3ccc(C)cc3)C(=O)C12 (centres undefined) | 2 | -2 | -1 | -1 | -1 | 1 | 3 | 0 | -2
Cc1c(C(=O)O)c(C(=O)O)c2n1CCS2 | 5 | -1 | -2 | 2 | 2 | 0 | 10 | 3 | 16
COc1nnc(-c2ccc(N3CCOCC3)c(NC(C)=O)c2)c2ccccc12 | 2 | 2 | 3 | -6 | 0 | -7 | 1 | -4 | 8
CN(C)S(=O)(=O)c1ccc(Cl)c(NC(=O)CSc2nc3c(cc2C#N)C(=O)CCC3)c1 | 6 | 0 | 2 | 4 | 1 | 0 | 10 | 7 | 11
CCOC(=O)c1c(C)[nH]c(C(=O)N(C)CC(=O)Nc2ccc(OC)cc2)c1C | 4 | -1 | 10 | -3 | 0 | 1 | 6 | . | .
c1ccc(Cc2nn3c(Cn4nnc5ccccc54)nnc3s2)cc1 | 6 | 4 | -5 | -1 | 3 | 3 | 10 | 4 | -3
C=C(C)COc1ccc(-c2nc(N)ncc2Oc2ccc(OC)cc2)c(O)c1 | -3 | -2 | -10 | -5 | -3 | 16 | -4 | -3 | -9
Cc1ccc(C(=O)O/N=C/c2c(Cl)n(C)c3ccccc23)cc1 | 1 | -3 | -4 | -5 | 1 | 2 | 4 | 5 | 0
COc1ccccc1N1CCN(C(=O)c2c(C)cc(=O)oc2C)CC1 | 6 | -3 | -6 | 1 | -3 | 1 | 8 | 2 | -5
O=S(=O)(Nc1nc2ccccc2nc1Cl)c1ccc(Br)cc1 | 8 | 3 | -1 | -1 | -3 | 2 | 2 | -9 | 0
O=C(OCC(=O)N1CCN(C(=O)c2ccco2)CC1)c1cc(-c2ccccc2)nc2ccccc12 | -3 | 2 | -2 | -3 | 12 | 3 | 1 | 0 | 3
CCOC(=O)c1c(C)nc(C)c(C(=O)OCC)c1-c1ccc(Br)cc1 | 7 | 1 | 3 | -2 | 2 | 3 | 7 | 3 | -2
CC1=Nc2ccc(C)c3nc(C)cc(c23)N1c1ccc(C)cc1 | -1 | 7 | -5 | -2 | 0 | 1 | 3 | 1 | -6
CCn1c(CN2CCN(C(=O)c3ccco3)CC2)nc2c1c(=O)n(C)c(=O)n2C | -3 | 0 | 2 | -1 | 2 | 3 | -6 | 3 | 4
C(=N\Nc1nc(N2CCCC2)nc(N2CCCC2)n1)/c1cccnc1 | 0 | -4 | -2 | 2 | -2 | -4 | -2 | 4 | -1
COc1ccc(CSc2nnc(-c3ccncc3)n2C)cc1F | 2 | 6 | -11 | -1 | 3 | -3 | 15 | 4 | 1
COc1ccc(C2CC(c3cccs3)=NN2C(=O)COC(=O)c2cc3ccccc3cc2O)cc1OC (centres undefined) | -5 | -9 | -8 | -1 | -3 | 7 | -7 | -10 | 3
O=C(c1cccc(Oc2ccc([N+](=O)[O-])cc2Cl)c1)N1CCCCC1 | 1 | 11 | -2 | -5 | -3 | 19 | 2 | 6 | 3
Cc1cc(C)n2nc(SCC(=O)N/N=C/c3ccccn3)nc2n1 | -5 | 3 | -3 | -2 | 0 | 1 | -2 | -1 | -6
Cc1cc(NC(=O)C2CC(=O)N(c3ccc(F)cc3)C2)no1 (centres undefined) | 1 | -3 | -1 | 4 | -3 | 3 | -5 | 1 | 5
COCCn1c(C)cc(C(=O)CSc2nc3ccccc3o2)c1C | -4 | 5 | 4 | 0 | 1 | 9 | 6 | 4 | 6
C=CCNC(=O)c1cccc2c1C(=O)c1ccc(N3CCCC3)cc1S2(=O)=O | -9 | . | -16 | -19 | . | 0 | -21 | . | .
CCc1cccc(NC(=O)c2ccc3c(=O)n4c(nc3c2)CCCCC4)c1 | 7 | -14 | 1 | 2 | -9 | -5 | 3 | 0 | -13
Cc1ccc(N(C(=O)CNC(=O)c2ccco2)C(C(=O)NC2CCCC2)c2ccncc2)cc1 (centres undefined) | 2 | 0 | -3 | -1 | 1 | 4 | 13 | 0 | 7
CCCCOc1ccccc1C(=O)NNC(=S)NC(=O)c1ccccc1[N+](=O)[O-] | 10 | 1 | 4 | 0 | -2 | 15 | 2 | -2 | 0
O=C(NCCCSc1ccccc1)c1cnc(Cl)c(Cl)c1 | 17 | 3 | 0 | -2 | 0 | 0 | 7 | -2 | -5

A portion of the library. The share of hits here may be higher or lower than overall.
